Assay outcomes deposited in PubChem BioAssay by National Center for Advancing Translational Sciences (NCATS).
KDM5B inh: inhibitors of human KDM5B histone demethylase; Q9UGL1; KDM5B demethylase, FDH-coupled NADH fluorescence (FDH is formaldehyde dehydrogenase); Potency, µM (titrated, usually from 57.7 µM), inactives show at the top dose activity change, negative = inhibition, most hits filed as inhibitors; hit rate 2.6% among 220,000; AID 1347165; active = well fitted inhibition curve with a large enough effect; inconclusive = small, poorly fitted or top-dose-only effect; inactive = no such curve, though single readings can be large or run the other way; note: 0% is about no effect; nearly all actives have a fitted effect of over 70% in size
Target sequence (Q9UGL1 whole entry, looked up): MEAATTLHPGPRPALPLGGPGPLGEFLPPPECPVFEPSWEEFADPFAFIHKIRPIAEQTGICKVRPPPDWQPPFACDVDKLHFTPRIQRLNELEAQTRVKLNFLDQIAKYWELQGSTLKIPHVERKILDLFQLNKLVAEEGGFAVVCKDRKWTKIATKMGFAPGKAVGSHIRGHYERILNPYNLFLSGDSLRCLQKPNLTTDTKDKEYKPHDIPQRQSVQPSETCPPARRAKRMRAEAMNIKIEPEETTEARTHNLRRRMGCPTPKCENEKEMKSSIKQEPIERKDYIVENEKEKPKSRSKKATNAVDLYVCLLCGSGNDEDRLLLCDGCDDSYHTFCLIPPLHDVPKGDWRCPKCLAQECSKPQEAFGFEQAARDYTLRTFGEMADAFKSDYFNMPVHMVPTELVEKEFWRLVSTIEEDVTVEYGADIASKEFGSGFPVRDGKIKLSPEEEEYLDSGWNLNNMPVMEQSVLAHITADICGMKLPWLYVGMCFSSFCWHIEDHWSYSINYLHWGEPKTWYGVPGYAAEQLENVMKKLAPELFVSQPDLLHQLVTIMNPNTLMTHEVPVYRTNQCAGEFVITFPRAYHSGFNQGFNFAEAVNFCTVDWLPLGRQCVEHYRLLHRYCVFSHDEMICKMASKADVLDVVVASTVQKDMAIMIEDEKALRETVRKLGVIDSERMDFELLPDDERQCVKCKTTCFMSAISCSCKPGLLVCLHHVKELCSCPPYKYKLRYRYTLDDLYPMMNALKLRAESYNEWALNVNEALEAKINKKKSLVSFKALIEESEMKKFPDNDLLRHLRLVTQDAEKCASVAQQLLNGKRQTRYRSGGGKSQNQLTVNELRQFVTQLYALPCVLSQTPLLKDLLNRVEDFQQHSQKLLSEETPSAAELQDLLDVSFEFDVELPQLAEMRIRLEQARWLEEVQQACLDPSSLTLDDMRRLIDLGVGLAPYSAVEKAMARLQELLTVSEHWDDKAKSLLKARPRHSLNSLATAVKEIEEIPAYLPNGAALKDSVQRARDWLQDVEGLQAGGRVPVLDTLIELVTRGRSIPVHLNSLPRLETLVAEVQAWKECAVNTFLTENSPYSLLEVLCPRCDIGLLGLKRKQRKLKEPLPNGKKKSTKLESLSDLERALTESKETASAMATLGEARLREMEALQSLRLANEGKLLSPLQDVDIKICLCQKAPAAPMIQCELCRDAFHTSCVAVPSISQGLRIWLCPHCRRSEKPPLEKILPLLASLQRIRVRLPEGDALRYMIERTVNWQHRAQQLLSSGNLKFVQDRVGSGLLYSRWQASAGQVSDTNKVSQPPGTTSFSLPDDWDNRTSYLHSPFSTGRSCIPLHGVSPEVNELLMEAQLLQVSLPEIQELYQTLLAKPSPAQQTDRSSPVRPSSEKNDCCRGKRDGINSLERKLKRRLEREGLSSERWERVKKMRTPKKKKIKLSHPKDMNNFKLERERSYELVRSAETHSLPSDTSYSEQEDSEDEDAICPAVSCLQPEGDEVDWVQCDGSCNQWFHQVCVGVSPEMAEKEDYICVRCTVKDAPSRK
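KDM5BΔAP (200 nM final) in 50 mM HEPES pH 7.5, 0.01% Tween-20 was preincubated 10 min at RT with compound over a concentration range. Substrate mix (H3K4me3 12.5 µM, α-KG 25 µM, Fe²⁺, ascorbate, NAD⁺, FDH) was added, and NADH fluorescence change over 30 min gave dose-response curves.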
An asterisk follows results filed as active; u = inconclusive; [ ] = another dose, or the depositor's remark. Potency is the fitted concentration of half-maximal effect. These rows are one share of the data. The share of hits here may be higher or lower than overall.

SMILES | KDM5B inh
COC(=O)c1ccc2oc(=O)c(S(=O)(=O)c3ccc(F)cc3)cc2c1 | 19%
CCOc1cccc(CN2CCC3(Cc4ccccc4CNC3=O)C2)c1 (centres undefined) | 11%[115 µM]
COc1ccc(NS(=O)(=O)c2cccc(C(=O)NNC(=O)c3cccn3C)c2)cc1 | -15%
COc1ccc(C)cc1-c1cn(C)c(=O)n2cc(COc3ccc(Cl)cc3)nc12 | u
CNc1ccc(C)cc1C(=O)NC(C(=O)O)c1c(C)n[nH]c1C (centres undefined) | 32µM*
COCCC1(NS(C)(=O)=O)CCNCC1 | -21%
O=C(NCCCc1ccccc1)C1CCN(C(=O)c2ncn3c2COC(c2ccccc2)C3)CC1 (centres undefined) | 3%
COc1ccc(OC)c(NC(=O)CSc2cn[nH]n2)c1 | 19%
O=C(Cc1ccccc1)N1CCC12Cc1ccccc1NC2=O (centres undefined) | -9%[86.2 µM]
COC[C@@H]1CN(S(=O)(=O)c2cc(F)ccc2C)C[C@H]1C(N)=O | -2%

Four compounds from above, ordered by count of non-hydrogen atoms, lowest first.
SMILES | KDM5B inh
COC[C@@H]1CN(S(=O)(=O)c2cc(F)ccc2C)C[C@H]1C(N)=O | -2%
O=C(Cc1ccccc1)N1CCC12Cc1ccccc1NC2=O (centres undefined) | -9%[86.2 µM]
COC(=O)c1ccc2oc(=O)c(S(=O)(=O)c3ccc(F)cc3)cc2c1 | 19%
COc1ccc(C)cc1-c1cn(C)c(=O)n2cc(COc3ccc(Cl)cc3)nc12 | u

Ordered by value in KDM5B inh (lowest first): some entries from above.
SMILES | KDM5B inh
COCCC1(NS(C)(=O)=O)CCNCC1 | -21%
COc1ccc(NS(=O)(=O)c2cccc(C(=O)NNC(=O)c3cccn3C)c2)cc1 | -15%
COC[C@@H]1CN(S(=O)(=O)c2cc(F)ccc2C)C[C@H]1C(N)=O | -2%
O=C(NCCCc1ccccc1)C1CCN(C(=O)c2ncn3c2COC(c2ccccc2)C3)CC1 (centres undefined) | 3%

Going on with the list.
SMILES | KDM5B inh
Cn1ncc2c(N[C@@H]3CS(=O)(=O)C[C@H]3O)nc(-c3ccncc3)nc21 | u
CCN(C(=O)CCS(=O)(=O)c1ccc2c(c1)CCN2C(C)=O)c1cccc(C(F)(F)F)c1 | -5%
COc1cc(OC)c(C2SCCN2S(=O)(=O)c2ccc(C)cc2)cc1OC (centres undefined) | 19%
Cc1cc(S(=O)(=O)N2CC(C(=O)NCc3ccncc3)C3(CCOCC3)C2)ccc1F (centres undefined) | 8%
Cc1cccc(N(C)C(=O)c2cc3c(=O)oc4ccc(C)cc4c3s2)c1 | u
O=C(COc1ccc(-c2nnc3n2CCCC3)cc1)NCc1ccccc1 | 26%
CCOC(=O)c1ccc(Oc2c(C(F)(F)F)oc3cc(OS(C)(=O)=O)ccc3c2=O)cc1 | 15%
CC(C)OCCCNC(=O)[C@H]1CN(Cc2ccccc2)C[C@H]1C(=O)O | -12%
CN1CCN(c2cc(=O)c3ccnc(-c4cccc(CO)c4)c3o2)CC1 | 28µM*
COc1ccc(Cl)cc1NC(=O)Cn1ncc2ccc(OC)c(OC)c2c1=O | -14%
COC(=O)c1c(C(C)=O)c(C)n(C)c1C | 0%
Cc1c(OS(=O)(=O)c2cccs2)ccc2c(-c3ccccc3)cc(=O)oc12 | 34%[activator]
COc1ccc(-c2nnc3ccc(Nc4ccc(Cl)cc4)nn23)cc1 | 0%
CCOc1ccc(N2CC(NC(=O)CCc3ccccc3)CC2=O)cc1 (centres undefined) | -6%
COCCN(Cc1nccs1)Cc1cn[nH]c1-c1ccc(F)cc1 | -14%
CCC(=O)N1Cc2ccccc2CC2(CCCN(Cc3ccncc3)C2)C1 (centres undefined) | u
O=C(NCCc1ccccc1)N1CCC(Oc2ncccc2C(=O)N2CCOCC2)C1 (centres undefined) | -4%
O=[S+]([O-])(Nc1cccnc1)c1ccc2c(c1)OCCN(Cc1cccs1)C2 | -4%[86.2 µM]
CCOC(=O)c1cc(-c2ccccc2)n(-c2cccc(C(=O)Nc3ccc(F)c(F)c3)c2)c1C | u
COc1cc(OC)cc(C(=O)N2CCC(c3ccncc3)CC2)c1 | -14%
Cc1ccc(-n2nc(C(=O)N3CCN(c4cc(Cl)ccc4C)CC3)c3c4ccccc4n(C)c3c2=O)cc1 | -12%
CSC1=N/C(=C\c2ccc(OC(C)=O)cc2)C(=O)S1 | -16%
O=C1CCN(C(=O)CCCc2c[nH]c3ccccc23)CCCOCCN1 | -12%
O=C(c1n[nH]c2c1CCCCCC2)N1CCC(c2nc(C3CCOCC3)no2)C1 (centres undefined) | u
Cc1ccc(N2CC(NC(=O)Cc3cccs3)CC2=O)cc1C (centres undefined) | 1%
CC(C)NC(=O)CCC[C@@H]1[C@H]2CCCN3CCC[C@@H](CN1Cc1cccnc1)[C@@H]23 | u
CCN(CC)CCNC(=O)C1CCCN(S(=O)(=O)c2ccccc2)CCC(=O)NCC1 (centres undefined) | -11%
O=C(CCc1c[nH]c2ccccc12)NCc1cccs1 | 17%
Cc1[nH]n(-c2ccccc2)c(=O)c1/C=N/N1CCOCC1 | -1%
COCC1CCCN(C(=O)c2ccc(-c3c(OC)cc(C)cc3OC)nc2)C1 (centres undefined) | 11%
COc1cc(C(=O)Nc2ccc3nc(SCc4ccccc4)sc3c2)cc(OC)c1OC | 7%
CCC(C)NC(=O)CCCn1c(=O)c2cccn2c2ccccc21 (centres undefined) | -9%
COc1ccc(C(=O)N[C@H]2[C@H](O)[C@H](O)C[C@@H]2c2ccc(C(F)(F)F)cc2)cc1 | 7%[86.2 µM]
COC(=O)[C@@H]1Cc2ncn(Cc3ccc(Cl)cc3)c2CN1C(=O)c1cccs1 | u
Cc1cccc(CNC(=O)[C@@]23CCCC[C@H]2N(C)C(=O)CC3)c1 | 3%
CCCOc1cccc(-c2cc(C(=O)O)c3cc(C)ccc3n2)c1 | 51%[activator]
Cc1ccccc1-c1nccn2c(C3CN(C(=O)c4cc5ccccc5[nH]4)C3)ncc12 | 50µM*
Cc1ccc(C(=O)N2CCCC2c2nc(CCOCC3CCOCC3)no2)s1 (centres undefined) | -19%
CC(=O)N1CCCc2cc(S(=O)(=O)N(C)CC(=O)Nc3ccc(C(C)C)cc3)ccc21 | 7%
O=C(NCc1ccc(F)cc1)C(=O)NCC(c1ccco1)S(=O)(=O)c1cccs1 (centres undefined) | 1%
CNC(=O)C1CN(C(=O)CCc2ncc(-c3ccccc3)o2)c2ccccc2O1 (centres undefined) | 15%
O=C1CCN(C(=O)CCc2nc3ccccc3[nH]2)CCCCCCN1 | -18%
O=CC1=Cc2c(ccc3ccccc23)OC1 | u
Cc1cccc(C(=O)Nc2ccc(C3(C(=O)NCCC(C)C)CCCCC3)cc2)c1 | 0%
CCN(C(=O)C1CCCN(c2ncnc3c2nc2n3CCCCC2)C1)c1cccc(C)c1 (centres undefined) | u
Cc1ccc(CCNC(=O)c2cc3c(=O)n(C)c4ccccc4c3n2C)cc1 | u
COc1cc(C=O)cc(Br)c1OCc1cccc(C)c1 | 9%
O=C(N1CCC(c2nc(C3CCOCC3)no2)C1)C1(c2ccccc2)CC1 (centres undefined) | u
Cc1c(-c2ccccc2F)[nH]c2ccc(CNC(=O)CCc3cnccn3)cc12 | 13µM*
CN(CCOc1ccccc1)Cc1nc(N)nc(N(C)C)n1 | -1%
(next part)
SMILES | KDM5B inh
Cn1cc(-c2cc(=O)c3ccnc(NCc4ccc5c(c4)OCO5)c3o2)cn1 | 32µM*
O=C1CCCN1C1CCN(Cc2cccnc2)CC1 | -19%[86.2 µM]
COc1cc(C2C(C#N)=C(N)Oc3n[nH]c(-c4ccccc4)c32)cc(OC)c1OC (centres undefined) | u
CC(C)Cc1nc(NCc2cccnc2)c(C#N)c2c1CCCC2 | u
O=C(Nc1cccc(Cl)c1)N1CCC(n2cnnc2C2CC2)C1 (centres undefined) | 17%
COc1cc(Cl)c(C)cc1NC(=O)CCc1nc2cccnc2n1Cc1cccs1 | u
Cc1cccc(Cc2cnc(NC(=O)c3n[nH]c(=O)c4ccccc34)s2)c1Cl | 17%
CCCc1cc(C(=O)N[C@H]2COC[C@H]2Cc2cc(C)no2)cs1 | 11%
COc1ccc(C(=O)c2sc(Nc3ccccc3OC)nc2N)cc1 | -7%
CN(C(=O)c1ccc(C(C)(C)C)cc1)c1c(F)cccc1F | 11%
O=C(C[C@@H]1O[C@H](CNCc2cccc(Cl)c2)[C@@H](O)[C@H]1O)NC1CC1 | -22%[86.2 µM]
COc1ccccc1CN1CCc2nc(C(C)C)nc(-c3ccc(O)cc3)c2C1 | -16%
COc1ccc(-c2[nH]c(-c3ccc(F)cc3)nc2SCC(=O)Nc2ccc(OC)c(OC)c2)cc1 | 19%
CCC(=O)Nc1ccc(C2(C(=O)NCC(C)C)CCCCC2)cc1 | 8%
CN1C(=O)C2(c3ccccc31)c1c(oc3ccccc3c1=O)C(=O)N2CCCO (centres undefined) | -1%
CCC1(CC)CCN(C(=O)CC2COc3ccc(C(=O)N(C)C)cc3N2C)C1 (centres undefined) | -18%
Cn1c(C(=O)NCc2cccnc2)cc2c1CCN(Cc1ccccc1)C2 | u
CCN(CC)CCCN(C/C=C/c1ccccc1)C/C=C/c1ccccc1 | u
CCC(CC)NC(=O)C1CCCN(S(=O)(=O)c2ccccc2)CCC(=O)NCC1 (centres undefined) | -12%
CN(CCC1CCOCC1)C(=O)c1cc(COc2ccccc2F)[nH]n1 | 33%[activator]
Cc1ccc(-c2[nH]ncc2CN2C[C@@H](Oc3ccccc3)C[C@@H]2C(=O)N2CCOCC2)cc1 | -25%
CCc1nnc(CN(C)c2cc(C3CC(O)C3)nc(N)n2)o1 (centres undefined) | 52%[activator]
CC(C)Oc1ccc(CNC(=O)CN2C(=O)c3cccnc3Oc3ccc(Cl)cc32)cc1 | -47%
CN(Cc1ccc(-c2ccccc2)cc1)Cc1ccnn1C | -21%[86.2 µM]
O=C(CCn1ccn2nc3c(c2c1=O)CCCC3)Nc1ccc(F)cc1 | -13%
O=C(Nc1sc2c(c1C(=O)O)CCCCC2)c1ccco1 | -11%
CCN(CC1CCOCC1)C(=O)c1cccnc1SC/C=C/c1ccccc1 | 26%
COc1ccc(CNC(=O)Cn2c(C)cc3nc4n(c(=O)c32)CCC4)cc1OC | 26%
O=C(NCCc1c[nH]c2ccccc12)C12CC3CC(CC(C3)C1)C2 | -11%
COC(=O)c1ccccc1SCc1csc(C)n1 | 39%
COc1ccccc1CNC(=O)C12CCC(=O)N1CCS2 (centres undefined) | 9%
Cc1ccc(Cn2c(N3CCC(C(=O)N4CCC(C(N)=O)CC4)CC3)nc3ccccc32)cc1 | 14%
O=C(Cn1cc(S(=O)(=O)Cc2cccc(Cl)c2)c2ccccc21)NCc1ccccc1Cl | -22%
O[C@@H]1CC(CNCc2ccc(Cl)cc2)(COc2cccnc2)C[C@@H]1O (some centres undefined) | -9%
O=C(O)CCC1CCN(C(=O)c2ccccc2Cl)CC1 | 12%
CCC(C)NC(=O)C1COC2(CCN(C(=O)c3ccc(F)cc3)CC2)N1C(=O)c1ccc(C)cc1 (centres undefined) | 4%
CN1c2cccnc2CN(Cc2ccc(Cl)cc2)CC[C@H]1CO | -16%[86.2 µM]
COc1ccc(-c2nc(C(C)C)nc3c2CN([S+](=O)([O-])c2c(C)noc2C)CC3)cc1 | -22%
CN(C)C(=O)c1ccc(OC2CCN(C(=O)c3ccc(F)c(F)c3)CC2)nc1 | 5%
COc1ccc(Nc2nc3ccccc3nc2NS(=O)(=O)c2ccc(OC)cc2)cc1 | -5%
CCCCOC(=O)COc1ccc2c(=O)c(Oc3cccc(C)c3)coc2c1 | -9%
CN(C)C(=O)CCN1CCOC(CC(c2ccccc2)c2ccccc2)C1 (centres undefined) | 23%
Cc1ccc(S(=O)(=O)C(CNS(=O)(=O)c2ccc(F)c(C(F)(F)F)c2)c2ccco2)cc1 (centres undefined) | -28%
CCc1ccc(OCC(=O)Nc2ccc3c(c2)c2ccccc2n3CC)c(Br)c1 | -95%[11.5 µM]
Cc1c(C(=O)N2CCCC2)oc2c1-c1nn(CC(=O)NCc3cccc(F)c3)cc1CC2 | u
Cc1cc(C)cc(NC(=O)CCNC(=O)C2CCCC2)c1 | 14%
NS(=O)(=O)Cc1cccc(C(=O)O)c1 | 1%
COc1ccccc1CNC(=O)CCc1nnc2ccc(NCc3ccco3)nn12 | -9%
O=C(Cn1ccn2nc3c(c2c1=O)CCCC3)Nc1ccccc1 | u
CCOc1ccccc1NC(=O)Cn1nnc(C(=O)Nc2ccc(C)c(C)c2)c1N | u

No new results follow: 3 of the compounds above.
SMILES | KDM5B inh
COc1ccccc1CNC(=O)CCc1nnc2ccc(NCc3ccco3)nn12 | -9%
O=C(Cn1ccn2nc3c(c2c1=O)CCCC3)Nc1ccccc1 | u
CCOc1ccccc1NC(=O)Cn1nnc(C(=O)Nc2ccc(C)c(C)c2)c1N | u

Later entries.
SMILES | KDM5B inh
CN1CCOc2c(C(=O)NCCC(N)=O)cc(-c3ccccc3F)cc21 | 32µM*
Cc1ccc(NC(=O)CSC2CCCC2)c(Br)c1 | 17%
NC(=O)[C@H](Cc1ccc(O)cc1)NC(=O)C1=C[C@@H](NC(=O)c2ccc(F)c(Cl)c2)[C@@H](O)[C@H](O)C1 | -8%
O=C(CS(=O)(=O)c1nc(-c2ccc(Cl)cc2)cn1-c1ccccc1)Nc1cccc(Cl)c1 | u
O=C(c1ccc(Cn2cncn2)cc1)N1CCN(c2ccccc2F)CC1 | 4%
CCc1ccc(S(=O)(=O)c2cn(Cc3ccc(OC)cc3)c3cc(OC)c(OC)cc3c2=O)cc1 | -2%
CC(C)NCC1(COc2ccc(C(F)(F)F)cn2)C[C@@H](O)[C@@H](O)C1 (some centres undefined) | -1%[86.2 µM]
COc1ccc(C)cc1NC(=O)CCn1nc(C)cc1C | 2%
